Screening results (PubChem)
AID inhibitor – Primary qHTS assay for inhibitors of Activation Induced Cytidine Deaminase (AID): AID signal | AID deamination FRET fluorescence, UDG-coupled, 4 h | Potency, µM (series often up to 115 µM), without a hit: at the top dose activity change, negative = inhibition, most hits filed as inhibitors | 0.32% of 91,000 active | AID 1347428, 2020; note: nearly all actives have a fitted effect of over 25% in size
Target sequence (Q9GZX7 whole entry, looked up): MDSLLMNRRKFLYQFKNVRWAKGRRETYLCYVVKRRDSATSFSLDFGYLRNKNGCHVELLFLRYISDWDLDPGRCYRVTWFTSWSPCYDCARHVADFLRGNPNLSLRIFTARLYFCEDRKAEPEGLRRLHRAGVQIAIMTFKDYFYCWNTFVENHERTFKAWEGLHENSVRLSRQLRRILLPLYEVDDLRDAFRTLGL
UDG counter – Primary qHTS assay for inhibitors of Activation Induced Cytidine Deaminase (AID): UDG Counterscreen signal. Uracil-DNA glycosylase. FRET deamination/UDG coupled assay, UDG read, 4 h. Potency, µM (highest dose often 115 µM), for the others: top-dose activity change, negative = inhibition, usual class: inhibitors. 0.14% of 91,000 active; note: nearly all actives have a fitted effect of over 65% in size
Numbers without * were called inactive; u = inconclusive; & = joins results of further samples; [ ] = remark or other dose. Calls come from the whole dose curve; as a rule, active = well fitted curve in the direction sought with a large enough effect; inconclusive = small, poorly fitted or top-dose-only effect, or another doubt; inactive = no such curve, though single readings can be large; an effect the other way counts as inactive or inconclusive. % is set by controls: 0 for no effect and ±100 for the full control effect; potency is the fitted concentration of half-maximal effect. These rows are one share of the data; rates above refer to the full screens.

Values run as follows: UDG counter, AID inhibitor
COc1ccc(C(=O)NC2CC(=O)N(c3ccc(F)cc3)C2)cc1 (configuration not stated)
  55%[activator], -4%
CCc1cc2c(cc3c(=O)n(CC(=O)N4CCCCC4)ncn32)s1
  -4%, -8%
COC(=O)COc1ccc(C2C3=C(CC(C)(C)CC3=O)OC3=C2C(=O)CC(C)(C)C3)cc1
  4%, -8%
CCC(=O)N1c2ccccc2CC1C(=O)NCCc1ccc(OC)cc1OC (configuration not stated)
  -5%, 0%
CC1=C/C(=N\NC(=S)Nc2ccc(F)cc2)CC1
  -4%, -4%
Cc1cccc(NC(=O)c2cc(S(=O)(=O)N3CCCCCC3)cn2C)c1C
  7%, 18%
Cc1ccc(Nc2sc(C(=O)c3ccc(F)cc3)c(N)c2S(=O)(=O)c2ccc(C)cc2)cc1
  -17%, -8%
CC(=O)N1CCc2cc(S(=O)(=O)NC(Cc3ccccc3)C(=O)NCc3ccccc3Cl)ccc21 (configuration not stated)
  21%, -4%
O=C(CCn1c(=O)c2cccn2c2cccnc21)N1CCN(c2ccc(F)cc2)CC1
  8%, -1%
COC(=O)CNC(=O)/C(C)=C/c1ccccc1
  -1%, -7%
CCCOC(=O)c1c(NC(=O)c2nc3nc(C)cc(C(F)F)n3n2)sc2c1CCCC2
  -5%, -1%
O=C(CSc1nccc(C(F)(F)F)n1)c1ccccc1
  -1%, 1%
COc1ccc(C(=O)COc2ccccc2C#N)cc1Br
  -17%, -12%
CN(Cc1ccccc1)C(=O)CNC(=O)NCc1ccccc1
  -5%, -1%
COc1ccc(C(=O)Nc2cnc3c(cnn3C(C)C)c2)cc1S(=O)(=O)N1CCCC1
  1%, 0%
COc1ccc(NC(=O)Cn2c(=O)n(-c3cccc(C)c3)c(=O)c3c2c2cc(C)ccc2n3C)cc1Cl
  -23%, 25%
COc1ccc(OC)c(CNC(=O)c2cc3ccc4cccnc4c3[nH]2)c1
  u, u
Cc1ccc(C(=O)C(NC(=O)c2ccco2)Nc2cccc(C)c2)cc1 (configuration not stated)
  -7%, -15%
COC(=O)c1ccccc1NC(=O)Cn1c(=O)n(-c2ccc(C)cc2)c(=O)c2ccccc21
  6%, -10%
CCOC1OC(=O)C(Cl)=C1Nc1cc(C)ccc1C (configuration not stated)
  0%, 4%
CCOc1ccc(NC(=O)CSc2nccn2Cc2ccco2)cc1
  -12%, -21%
Cc1cc(C(=O)N(Cc2ccc(C(N)=O)cc2)C2CC2)sc1C
  -6%, 6%
CCOC(=O)N1CCc2c(sc3c2c(=O)n(-c2ccc(Cl)cc2)c(=O)n3Cc2cccc(C)c2)C1
  -3%[57.5 µM], -13%
CN(C)c1ccc(C=NC23CC4CC(CC(C4)C2)C3)cc1
  3%, 3%
O=C(CSc1cccc2cccc(Cl)c12)NCc1ccco1
  -2%, 1%
CCCCN1C(=O)C(NC(=O)c2ccc(C(C)(C)C)cc2)(C(F)(F)F)C2=C1CC(C)(C)CC2=O (configuration not stated)
  3%, 3%
CCOc1ccc(CNCc2c(C(=O)O)n(Cc3ccc(OC)cc3)c3ccccc23)cc1
  19%, -18%
CC(C)(CNC(=S)NCc1ccccc1)CNC(=S)NCc1ccccc1
  -13%, -8%
COc1ccc(S(=O)(=O)NCC(c2ccco2)S(=O)(=O)c2cccs2)cc1C (configuration not stated)
  1%, 5%
CC(C)(C)OC(=O)N1CCC(c2c(C(=O)NCc3ccccn3)cnn2-c2ccc(F)cc2)CC1
  -7%, -1%

Structural class, the entries above containing a CF3 group.
Values run as follows: UDG counter, AID inhibitor
O=C(CSc1nccc(C(F)(F)F)n1)c1ccccc1
  -1%, 1%
CCCCN1C(=O)C(NC(=O)c2ccc(C(C)(C)C)cc2)(C(F)(F)F)C2=C1CC(C)(C)CC2=O (configuration not stated)
  3%, 3%

Other results:
Values run as follows: UDG counter, AID inhibitor
O=S(=O)(c1ccc(OC(F)(F)F)cc1)N1CCC(c2nnnn2-c2ccc(F)cc2)CC1
  1%[57.5 µM], 14%
Cc1cc(C)cc(Nc2nc(N)c(C(=O)c3ccc(Cl)cc3)s2)c1
  -3%, 6%
COc1ccc(NC2=NS(=O)(=O)C(c3ccc(C(C)C)cc3)=C2C)cc1Cl
  0%, -1%
CCOC(=O)c1c(-c2ccccc2)oc2ccc(N(C(C)=O)S(=O)(=O)c3cc(C)ccc3C)cc12
  -1%, u
Cc1ccc(-n2ncc(C(=O)Nc3c(Cl)cccc3Cl)c2C2CCNCC2)cc1
  -1%, 20%
Cc1ccc(C)c(C(C)NC(=O)c2cccnc2)c1 (configuration not stated)
  8%, 10%
Cc1ccc(/C=N\NC(=O)c2cccnc2)s1
  0%, 5%
CC(C)c1ccc2oc(=O)cc(CN3CCN(c4ccccc4)CC3)c2c1
  -1%, 1%
CCCCCCn1nc(C(=O)OCC(=O)Nc2ccccc2F)c2ccccc2c1=O
  6%, 0%
CCN1CCN(c2cc3c(cc2F)c(=O)c(S(=O)(=O)c2ccc(OC)cc2)cn3CC)CC1
  1%, -18%
COc1ccc2c(CNCc3ccc(C)o3)c(C(=O)O)n(Cc3ccccc3C)c2c1
  6%, -22%
Cc1ccc(CNC(=O)C(=O)NCC(c2ccco2)S(=O)(=O)c2cccs2)cc1 (configuration not stated)
  -8%, u
CCCCCn1c(CCC(=O)O)nc2c1c(=O)[nH]c(=O)n2CCCC
  0%, 1%
Cc1ccccc1C(=O)Nc1ccc(NC(=O)c2ccco2)cc1O
  5%, -1%
O=C(NCc1ccccc1)c1ccccc1OCc1coc(-c2ccc(F)cc2)n1
  -8%, -11%
C/C(=N/Nc1ccc(S(=O)(=O)Nc2ccccc2C(=O)O)cc1[N+](=O)[O-])c1ccco1
  0%, u
COc1ccccc1C(=O)/C=C/c1cccc(OC)c1OC(F)F
  -2%, -19%
CCN(CCCNC(=O)Cn1ncc2c([nH]c3ccccc32)c1=O)c1cccc(C)c1
  -7%[57.5 µM], 1%
O=C(Nc1cccc2ccccc12)C1CCCCC1
  3%, -1%
COc1cccc(/C=C/c2nc(C#N)c(N3CCCCCC3)o2)c1
  -9%&24%, -18%&-19%
COC(=O)c1ccc(OC)c(NC(=O)N2CCc3[nH]cnc3C2c2cccc(F)c2F)c1 (configuration not stated)
  -1%, -11%
Cc1ccc(NC(=O)CSCc2cc(C)no2)cc1
  11%, 13%
CN1/C(=C\C(=O)CN2CCN(C/C=C/c3ccccc3)CC2)C(C)(C)c2ccccc21
  -5%, -9%
Cc1ccc(C(C)C)c(OCC(=O)Nc2nc3c(s2)CCCC3)c1
  5%[57.5 µM], 7%
CCOc1ccc(NC(=O)CSC2=Nc3ccccc3C3=NC(Cc4ccccc4)C(=O)N23)cc1 (configuration not stated)
  -12%, -7%
O=S(=O)(CCNCc1ccc(Cl)c(Cl)c1)Cc1ccccc1
  3%, -2%
CC(C)C(NC(N)=O)C(=O)O (configuration not stated)
  -10%, -10%
O=C(Nc1ccc(NC(=O)C2CC2)cc1)C1CCCCC1
  0%, 5%
C#CCNC(=O)c1cccc(C(N)=O)c1
  -8%, -5%
COc1ccc(CNC(=O)c2ccc(CSc3nc4ccncc4n3Cc3ccccc3F)cc2)cc1
  -15%, -17%
O=C(Nc1ccccc1I)c1cc2cc(Br)ccc2oc1=O
  -7%, 3%
Cc1cccc(NC(=O)CN2C(=O)CCc3ccccc32)c1C
  -9%, -1%
CC(Oc1cccc(Oc2ccccc2)c1)C(=O)c1ccc(F)c(F)c1 (configuration not stated)
  -3%, -10%
CC(=O)Nc1cccc(C(C)NC(=O)NC(C)c2cccc(F)c2)c1 (configuration not stated)
  -1%, -1%
Cc1ccc(Cl)cc1N1CCN(C(=O)c2cc3c(=O)n(C)c4ccccc4c3s2)CC1
  1%, 11%
O=C(O)c1ccc(NC(=O)c2ccc(Br)o2)cc1
  0%, 3%
CCc1ccc(OCC(=O)Nc2ccc(Cl)c(-c3nc4ncccc4o3)c2)cc1
  6%, -7%
CC(NC(=O)CCNC(=O)C1CCCC1)c1ccccc1 (configuration not stated)
  -12%, -12%
CCCCn1c(=O)[nH]c(=O)c2c1nc(CN1CCN(S(=O)(=O)c3ccc(F)cc3)CC1)n2CC
  -6%, -1%
CCCC(=O)Nc1ccc2nc(SCC(=O)N3CCOCC3)sc2c1
  1%[57.5 µM], 3%
CCN1CCN(C(c2ccc(F)cc2)c2sc3nc(-c4ccco4)nn3c2O)CC1 (configuration not stated)
  -8%[57.5 µM], -15%
Cc1nn(-c2ccccc2)c2sc(C(=O)Nc3ccc(Br)cc3)cc12
  -1%[57.5 µM], 12%[57.5 µM]
O=C(NCCc1ccccc1)c1ccc(CS(=O)Cc2ccc(Cl)cc2)o1 (configuration not stated)
  7%, -8%
Cc1cc(C)c(/C=C/C(=O)c2ccccc2)c(C)c1
  -13%, -9%
COc1ccc(Br)c(C(=O)Oc2ccccc2OC)c1
  -4%, 4%
O=C1OCCC1N1CCN(c2ccccc2O)CC1 (configuration not stated)
  6%, 27%
Cc1ccc(C2=NS(=O)(=O)N(C)C(C(=O)Nc3ccn(Cc4ccccc4C)n3)=C2)cc1
  -7%, -2%
O=C(Cc1ccccc1)N(Cc1cccnc1)c1nc2c(F)cc(F)cc2s1
  16%, -21%
CCOc1ccc(C(=O)Nc2ccc(C(=O)OCc3cc(=O)n4nc(CC)sc4n3)cc2)cc1
  10%, 9%
Cc1ccc(CC(=O)NC2CC3CCC2(C)C3(C)C)cc1C (configuration not stated)
  -9%, -9%
C=CCC(CC=C)(CNC(=O)C(=O)Nc1ccc(Br)cc1)c1ccc(OC)c(OC)c1
  -7%, 9%
CC(NCc1c[nH]c2ccccc12)c1ccccc1 (configuration not stated)
  -6%, 7%
Cc1ccc(-c2nc(NC(=O)CSc3nc(C)nc4sc5c(c34)CCCC5)ns2)cc1
  1%, 2%
O=C(COC(=O)c1ccc(NC(=O)c2ccco2)cc1)c1ccccc1
  8%, 9%
CCCc1nn2c(C)c(-c3ccccc3)nc2s1
  8%, -7%
CCCN(CCC)CCCNC(=O)C1CCCN(S(=O)(=O)c2cccc3nsnc23)C1 (configuration not stated)
  -7%, 57%[activator]
O=C(Nc1c(C(=O)N2CCN(c3ccccc3F)CC2)oc2ccccc12)c1ccco1
  -2%, 3%
O=C(CCc1cc2ccccc2o1)NC12CC3CC(CC(C3)C1)C2
  2%, -7%
O=C(NCc1cccnc1-n1cccn1)c1ccc(-c2ccc(F)cc2)o1
  2%, -8%
COc1ccc(CN2C(=O)c3ccccc3C2C(=O)NC2CCCCCC2)c(OC)c1 (configuration not stated)
  0%[57.5 µM], -6%

Part of the list above in order of heavy-atom count, highest first.
Values run as follows: UDG counter, AID inhibitor
COc1ccc(CNC(=O)c2ccc(CSc3nc4ccncc4n3Cc3ccccc3F)cc2)cc1
  -15%, -17%
Cc1ccccc1C(=O)Nc1ccc(NC(=O)c2ccco2)cc1O
  5%, -1%
O=C1OCCC1N1CCN(c2ccccc2O)CC1 (configuration not stated)
  6%, 27%

Later entries
Values run as follows: UDG counter, AID inhibitor
CNc1nc(Oc2ccc(=O)[nH]n2)nc(N2CCOCC2)n1
  -6%, 5%
O=C(CSc1nnc2ccc(-c3ccco3)nn12)N1CCOCC1
  5%, 1%
O=C(CN1CCN(C(=O)CCc2ncc(-c3ccc(Cl)cc3)o2)CC1)Nc1cccc(F)c1
  -5%, -10%
COc1ccc(CNC(=O)c2c(O)nc3c(C)cccn3c2=O)cc1
  -11%, 11%
C=C(C)COc1cc(Cl)ccc1C(N)=O
  2%, -6%
CCc1ccc(NC(=O)C2CCN(c3ccc(Sc4ccc(C)cc4)nn3)CC2)cc1
  -11%, -2%
O=C(NCCCc1ccccc1)c1nn(-c2ccccc2F)nc1CO
  -2%[57.5 µM], -26%
Cc1ccccc1CN1CCCN(CC(=O)Nc2ccc3c(c2)OCCO3)S1(=O)=O
  6%, -16%
COc1ccccc1Nc1sc(C(=O)c2ccc3c(c2)OCO3)c(N)c1S(=O)(=O)c1ccccc1
  1%, 18%
Cc1ccc(S(=O)(=O)NCCO)c2ccccc12
  0%, 2%
CCN(c1ccccc1C)S(=O)(=O)c1nnc(NC(=O)c2ccco2)s1
  8%[57.5 µM], 5%
Cc1ccc(NC(=O)CSc2nnc(-c3ccc([N+](=O)[O-])cc3)o2)c(C)c1
  0%, -19%
COc1cc([N+](=O)[O-])ccc1NC(=O)c1nc2ccccc2n(C)c1=O
  -10%, 11%
CCCCn1c(N)c(N(CC)C(=O)C(c2ccccc2)c2ccccc2)c(=O)[nH]c1=O
  0%, -1%
CCC(=O)Oc1cc2c(c3oc(=O)cc(-c4ccccc4)c13)CCC(C)(C)O2
  10%, -7%
CN(CC(=O)NC1CC1)c1nc(-c2cccs2)nc2ccccc12
  -13%, -4%
CCOc1ccc(-c2cccc(NS(=O)(=O)c3ccc(Cl)s3)c2)nn1
  14%, 7%
Cc1cc(S(=O)(=O)NCC(C)O)c(C)cc1Br (configuration not stated)
  -12%, -10%
CN(C)C(=O)CN1CCN(C(C(=O)O)c2cn(CC(=O)O)c3cc(Cl)ccc23)CC1 (configuration not stated)
  -7%, -12%
CC(C)(C)c1ccc(-c2cc(C(=O)O)c3cc(Br)ccc3n2)cc1
  -2%, -26%
O=C(Cn1c(-c2cccs2)cc2ccccc21)NCCCN1CCN(c2ccccc2F)CC1
  0%, -10%
O=C(NCc1ccccc1)C1CCC(CNS(=O)(=O)c2ccc(Br)s2)CC1 (configuration not stated)
  -14%[57.5 µM], 1%
